Source: PubChem BioAssay
sPLA2-III inh = Inhibits HGIII-sPLA2 liposome hydrolysis, primary screen | Q9NZ20 | QFRET BODIPY PC-A2 liposome hydrolysis, fluorescence | inhibition, % at 12.2 µM | hit rate 0.56% among 370,000;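 active = inhibition above mean plus 3 SD of compounds lying within the high and low control bounds, cut at about 19% in these data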;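 also: 0% = median of test compound wells and 100% = no enzyme DMSO wells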
hcDAF-12 act = activators of H. contortus DAF-12 nuclear receptor | activation, % at 6.8 µM | AID 652067 | hit rate 1.4% among 370,000 | HEK293 hcDAF-12 lit1-tk-luc reporter, luminescence; 0% DMSO, 100% Δ7-dafachronic acid;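 active = activation above the mean of all tested compounds plus 3 SD, cut at about 5.5% in these data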;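 also: 100% = response to 3 µM Δ7-dafachronic acid high control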
hgDAF-12 ag = activates the H. glycines DAF-12 receptor ligand-binding domain; HEK293 GAL4-hgDAF12 UAS-luciferase reporter, agonist luminescence; normalized to butyrate control; AID 687014; activation, % at 6.8 µM; hit rate 1.8% among 370,000;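 active = activation above a cutoff set at the mean of all screened compounds plus 3 SD, cut at about 10% in these data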;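 also: 0% = DMSO wells and 100% = sodium butyrate wells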
GAA850 FXN act = frataxin GAA850 promoter activation | HEK293 lucGAA850 FXN promoter luciferase reporter, 24 h; percent of 10 µM SAHA response | activation, % at 6 µM | hit rate 0.56% among 360,000 | AID 540364;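 active = activation above the average of all compounds screened plus 3 SD, cutoff fixed separately per campaign, cut at about 7.5% in these data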;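 also: 0% = DMSO wells and 100% = 10 µM SAHA wells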
DAX1 inh-1 = DAX1 (NR0B1) inhibition, primary screen. HEK293T StAR-luciferase reporter, SF-1/DAX-1 repression relief. inhibition, % at 6.8 µM. hit rate 1.1% among 370,000. AID 652010;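 active = inhibition above the mean over all tested compounds plus 3 SD, cut at about 3.6% in these data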;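 also: 0% = DAX-1 cells with DMSO and 100% = cells lacking DAX-1 with DMSO; higher inhibition means more luminescence from relief of DAX-1 repression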
KLK7 zymogen act = activates the human kallikrein-7 zymogen; purified proKLK7, EDANS-DABCYL substrate fluorescence; 100% is mature enzyme control, 0% vehicle; activation, % at 7 µM; P49862; hit rate 0.9% among 370,000;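 active = activation above the mean of all tested compounds plus 3 SD, computed per campaign excluding outliers beyond control limits, cut at about 13% in these data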
GC-A act = GC-A (human) enzyme activation | hit rate 0.14% among 370,000 | P16066 | HEK293 GC-A cells, cGMP TR-FRET, EC30 ANP; 0% at EC30 ANP, 100% saturating ANP | activation, % at 10 µM; in the data active = activation above about 40%
Target sequence (P16066 whole entry, looked up): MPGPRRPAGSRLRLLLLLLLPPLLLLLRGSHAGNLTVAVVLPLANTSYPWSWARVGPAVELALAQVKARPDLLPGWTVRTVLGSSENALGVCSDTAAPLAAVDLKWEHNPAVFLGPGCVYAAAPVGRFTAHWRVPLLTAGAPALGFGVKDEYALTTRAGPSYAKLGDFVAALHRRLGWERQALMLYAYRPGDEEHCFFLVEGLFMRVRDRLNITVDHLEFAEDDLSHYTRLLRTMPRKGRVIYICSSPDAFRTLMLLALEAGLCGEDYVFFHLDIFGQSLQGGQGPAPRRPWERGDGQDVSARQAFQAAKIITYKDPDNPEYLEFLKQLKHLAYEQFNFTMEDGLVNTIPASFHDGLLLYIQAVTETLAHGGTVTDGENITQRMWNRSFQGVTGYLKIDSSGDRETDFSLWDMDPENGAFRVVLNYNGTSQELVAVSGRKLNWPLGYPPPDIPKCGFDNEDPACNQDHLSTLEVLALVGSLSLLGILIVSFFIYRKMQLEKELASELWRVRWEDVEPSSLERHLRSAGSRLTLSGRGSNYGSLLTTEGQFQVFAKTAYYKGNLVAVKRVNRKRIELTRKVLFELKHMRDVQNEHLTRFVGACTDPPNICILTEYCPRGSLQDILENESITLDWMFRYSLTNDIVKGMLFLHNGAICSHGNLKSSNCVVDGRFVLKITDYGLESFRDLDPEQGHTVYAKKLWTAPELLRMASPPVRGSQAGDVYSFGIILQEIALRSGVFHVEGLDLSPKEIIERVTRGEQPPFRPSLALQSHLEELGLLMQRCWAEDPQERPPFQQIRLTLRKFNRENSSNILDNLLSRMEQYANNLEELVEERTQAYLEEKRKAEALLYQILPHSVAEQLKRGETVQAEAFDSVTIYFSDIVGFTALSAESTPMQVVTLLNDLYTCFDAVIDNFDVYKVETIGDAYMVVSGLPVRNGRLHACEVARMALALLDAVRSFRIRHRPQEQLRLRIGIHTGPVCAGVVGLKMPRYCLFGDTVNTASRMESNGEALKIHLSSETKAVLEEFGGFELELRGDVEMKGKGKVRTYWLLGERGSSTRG
DAX1 inh-2 = inhibitors of human orphan nuclear receptor DAX1 (NR0B1); P51843; HEK293 Gal4-DAX1 luciferase reporter, luminescence; inhibition, % at 6.75 µM; hit rate 0.99% among 340,000; AID 504766;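 active = inhibition above the mean over all tested compounds plus 3 SD, cut at about 4.2% in these data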;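 also: 0% = DAX1-transfected cells with DMSO and 100% = empty-vector control cells with DMSO; inhibition shows as a rise in luminescence from relieved DAX1 repression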
NPR2 activator = GC-B (human) receptor activation | activation, % at 10 µM | hit rate 0.11% among 370,000 | HEK293-GC-B cells, CNP EC30, cGMP TR-FRET; 0% at EC30 CNP, 100% saturating CNP | P20594;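 active = activation at 10 µM reaching about 35% in either raw or pattern-adjusted values, limit read from the data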
ssDAF12 agonist = activators of S. stercoralis DAF-12 nuclear receptor | HEK293 ssDAF-12/GRIP1 lit1-tk-luc reporter, luminescence; % of 3 µM dafachronic acid response | activation, % at 6.8 µM | hit rate 1% among 370,000 | AID 652126;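 active = activation above the mean over all tested compounds plus 3 SD, cut at about 0.9% in these data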;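 also: 0% = DMSO-only wells and 100% = 3 µM delta7-dafachronic acid wells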
SMARCA2 act = increases SMARCA2 function in MMTV reporter cells; MG213 cells, MMTV-luciferase reporter, dexamethasone, overnight; AID 652017; activation, % at 9.1 µM; hit rate 1% among 370,000; in the data active = activation above about 7.8%;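 also: 0% = vehicle wells and 100% = reference activator wells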
Starred values were filed as active, the others as inactive; nt = not tested or not shown.

SMILES	sPLA2-III inh	hcDAF-12 act	hgDAF-12 ag	GAA850 FXN act	DAX1 inh-1	KLK7 zymogen act	GC-A act	DAX1 inh-2	NPR2 activator	ssDAF12 agonist	SMARCA2 act
c1ccc(NNC2=NCCS2)cc1	4	0.9	-0.6	3.1	-0.2	0.2	-5	0.2	0	-1.3	0
COc1ccc(CCN2C(=O)CC(N3CCN(S(=O)(=O)c4ccccc4)CC3)C2=O)cc1OC (stereo not given)	-3	-0.2	-1.6	-0.3	-0.2	0.0	nt	-0.5	nt	-1.0	-2
CC1CCN(C(=O)C2CCN(C(=O)c3ccc(C(C)(C)C)cc3)CC2)CC1	5	-1.9	-2.7	0.3	-0.3	0.1	5	0.2	-4	-1.1	-1
O=C(CSc1ccccc1Cl)N1CCC(c2nc3ccccc3s2)CC1	-12	-0.1	-2.6	-1.9	-1.3	0.1	1	-0.3	0	-0.6	-2
COc1ccc(/C=C(\C#N)c2n[nH]c(Cn3cncn3)n2)cc1	2	-1.9	-2.7	-0.7	-0.4	0.0	-2	nt	-1	-1.3	-2
CCc1noc(C)c1C(=O)N(C)CC(=O)Nc1ccc(OC)cc1	5	0.9	0.8	1.2	-0.1	-0.3	1	1.5	-1	-1.2	-1
Cc1ccc2nc(N3C(=O)C(O)=C(C(=O)c4ccco4)C3c3ccc(C)o3)sc2c1 (stereo not given)	-6	1.5	5.2	2.7	0.3	-0.7	-6	1.8	-4	0.0	-1
Cc1[nH]n(-c2ccccc2)c(=O)c1C=Nc1cccc2cccnc12	0	-1.4	-2.1	-3.0	-1.5	-0.6	3	-2.3	-1	-1.7	0
COc1ccc(-c2csc(C(O)c3ccc(F)c(OC)c3)n2)cc1 (stereo not given)	-17	-4.1	-2.6	-0.3	-2.3	-0.3	0	nt	8	-1.6	-6
CCC(CC)C(=O)N(C)c1c(C)nc2c(OCCC3CCCCC3)cccn12	-7	-1.6	-2.6	-3.5	-1.4	-0.4	-3	nt	6	-1.8	-3
O=C(CNC(=O)c1ccc(F)cc1)N/N=C/c1cn[nH]c1-c1ccccc1	-1	-0.5	-0.7	2.3	-0.3	-0.5	-3	0.7	-4	-1.6	1
COc1ccccc1N1CCN(C(=O)COc2ccc(Cl)cc2)CC1	-6	-1.7	-0.2	0.9	0.0	0.9	-3	-0.2	-4	-0.8	-3
CCOC(=O)c1sc(NC(=O)c2c(OC)cccc2OC)nc1C	-3	-0.5	0.7	-1.2	0.1	0.8	1	-1.5	-2	-1.1	0
CCCCn1c(N2CCC(Cc3ccccc3)CC2)nc2c1c(=O)[nH]c(=O)n2C	1	-1.3	-1.2	4.7	-0.3	0.6	-1	-0.8	5	-1.3	-1
CC(C)C(O)(C#CCN1CCCCC1)c1ccccc1 (stereo not given)	-1	-1.2	0.9	-0.9	0.4	0.4	-2	1.6	3	-1.7	-5
Cc1ccccc1CN1CCN(CC(=O)NCCCN2CCN(c3ccc(F)cc3)CC2)C1=O	-3	-3.1	-4.2	-0.6	-1.4	-0.1	-10	-2.3	0	-2.2	-3
COc1cc(C(=O)OCc2cccc(S(=O)(=O)N3CCOCC3)c2)ccc1OCC(C)C	-5	-0.9	-1.9	2.9	1.3	0.4	7	-0.4	0	-1.6	-5
O=C(O)COc1ccccc1/C=C1\SC(=O)N(Cc2ccc(F)cc2)C1=O	-14	-1.2	-2.6	-0.3	0.0	-0.6	-6	-0.7	1	-0.4	-2
CCCNC(=O)c1ccccc1NC(=O)c1ccc(CSc2ccccc2)cc1	5	-1.1	-2.8	7.1	0.2	0.3	2	-0.1	-1	-0.7	-2
O=C1CC(=O)Nc2cc(S(=O)(=O)Nc3ccc(Cl)c(C(F)(F)F)c3)ccc2N1	-25	-0.9	0.1	1.3	0.1	0.5	-1	-0.7	5	-1.7	2

5 entries drawn at random from the list so far, as already listed:
SMILES	sPLA2-III inh	hcDAF-12 act	hgDAF-12 ag	GAA850 FXN act	DAX1 inh-1	KLK7 zymogen act	GC-A act	DAX1 inh-2	NPR2 activator	ssDAF12 agonist	SMARCA2 act
CCCCn1c(N2CCC(Cc3ccccc3)CC2)nc2c1c(=O)[nH]c(=O)n2C	1	-1.3	-1.2	4.7	-0.3	0.6	-1	-0.8	5	-1.3	-1
Cc1ccccc1CN1CCN(CC(=O)NCCCN2CCN(c3ccc(F)cc3)CC2)C1=O	-3	-3.1	-4.2	-0.6	-1.4	-0.1	-10	-2.3	0	-2.2	-3
CCCNC(=O)c1ccccc1NC(=O)c1ccc(CSc2ccccc2)cc1	5	-1.1	-2.8	7.1	0.2	0.3	2	-0.1	-1	-0.7	-2
CC(C)C(O)(C#CCN1CCCCC1)c1ccccc1 (stereo not given)	-1	-1.2	0.9	-0.9	0.4	0.4	-2	1.6	3	-1.7	-5
O=C1CC(=O)Nc2cc(S(=O)(=O)Nc3ccc(Cl)c(C(F)(F)F)c3)ccc2N1	-25	-0.9	0.1	1.3	0.1	0.5	-1	-0.7	5	-1.7	2

(continued)
SMILES	sPLA2-III inh	hcDAF-12 act	hgDAF-12 ag	GAA850 FXN act	DAX1 inh-1	KLK7 zymogen act	GC-A act	DAX1 inh-2	NPR2 activator	ssDAF12 agonist	SMARCA2 act
C=CCc1ccc(OCCCOc2ccc(C)cc2OC)c(OC)c1	-1	-0.5	2.2	2.6	0.3	0.4	3	0.1	1	-1.2	0
O=C(Nc1cccc(S(=O)(=O)N2CCOCC2)c1)c1cc(=O)[nH]c2ccccc12	-3	-2.2	0.7	0.8	-0.8	0.5	2	-0.2	-5	-1.3	0
O=C(NC(c1ccccc1)C(Cl)Cl)c1ccccc1 (stereo not given)	5	-0.2	1.2	0.6	0.0	-0.1	-3	-0.2	3	-1.9	-1
C=CCSc1nc(C)c(CC=C)c(=O)[nH]1	-1	-1.3	-1.4	2.5	0.3	0.2	2	0.4	3	-1.2	1
CCCCc1cc(=O)oc2cc(OCC(=O)NCCN3CCOCC3)c(Cl)cc12	-4	-1.8	0.1	0.2	-0.2	-0.7	2	0.1	1	-1.1	1
CC(=O)N/C(=C\c1ccccc1)C(=O)NCc1ccc2c(c1)OCO2	0	-0.4	0.1	2.6	-0.2	-0.5	3	1.9	3	-1.2	-1
Cc1ccc(-n2c(C)nc3ncnc(-c4ccccc4)c32)cc1	4	-1.9	0.9	0.4	0.3	-0.5	0	-0.7	-1	-1.7	2
COc1ccc(S(=O)(=O)N(CC(=O)NC2CC2)c2ccc(C)cc2)cc1OC	1	-0.1	0.1	-2.8	0.4	0.0	-8	0.0	-2	-0.7	3
O=C(CNC(=O)c1cccc(Br)c1)NCCc1nc2ccccc2[nH]1	0	-1.5	1.6	-0.3	0.1	-0.9	6	1.0	-3	-1.6	-4
COc1ccc(OC)c(/C=N/Nc2nncn2/N=C/c2cc(OC)ccc2OC)c1	1	-3.4	-6.8	-5.2	-1.5	-3.4	-1	-1.0	-7	-1.9	0
N#C/C(=C(/O)COC(=O)CCC1CCCCC1)c1nc2ccccc2[nH]1	-6	2.5	1.5	0.1	0.9	0.6	0	-0.7	4	-0.1	-2
COCC(=O)Oc1c(S(=O)(=O)c2ccc(C)cc2)c(C)nn1C(C)(C)C	6	-0.3	-2.1	-3.5	0.0	0.4	-4	-1.3	2	-1.3	-3
COCCCNc1c2c(nc3nnnn13)CCCC2	3	-1.1	0.6	1.1	0.8	0.0	3	0.2	-3	-0.3	-2
CCCOc1ccc(C2C(C(=O)c3ccc(C)o3)=C(O)C(=O)N2CCCn2ccnc2)cc1 (stereo not given)	-15	-0.9	0.8	-0.3	0.1	0.0	11	1.4	8	-1.5	3
O=C(CN1C(=O)c2ccccc2S1(=O)=O)Nc1ccon1	6	-0.9	0.7	1.1	-1.1	0.0	1	2.0	0	-0.8	0
COc1ccc(-c2cc(OC)c3c(C)oc(C)c3c(=O)c2)cc1OC	-6	-1.8	0.5	4.2	-0.6	1.9	-5	-0.2	-2	-1.8	1
O=C(COC(=O)c1ccc2[nH]c3c(c2c1)CCCC3)Nc1ccccc1Cl	-5	-1.2	1.3	2.9	1.1	0.2	3	0.1	-6	-1.7	-1
COC(=O)c1[nH]c2ccc(F)cc2c1NC(=O)C1=COCCO1	-5	-1.1	0.6	1.7	1.3	0.3	-3	-0.9	-7	-1.2	-1
CCCNC(=O)C1(C)CCCN(Cc2cccc(C#N)c2)C1 (stereo not given)	3	1.8	4.0	-4.2	0.2	0.3	0	nt	3	-0.6	0
CCOc1ccccc1N1CCN(c2nc(N)c(C#N)c(CC#N)c2C#N)CC1	-9	-1.7	-0.6	1.0	0.4	-1.2	0	-0.9	-3	-1.5	0
OC(CCN1CCCC1)(c1ccccc1)C1CCCCC1 (stereo not given)	-1	-1.7	-0.9	-2.4	0.0	-0.4	-20	-0.7	-13	-1.4	-4
O=C(Cn1nnc(-c2ccccc2)n1)NCc1ccccc1	-1	-1.6	2.7	1.8	0.4	0.4	2	0.3	-3	-1.8	-3
COc1ccc(Nc2nnc(-c3ccccc3)c3ccccc23)cc1C(=O)N1CCCCC1	4	-0.7	1.5	-1.5	0.4	1.4	15	0.1	2	-0.6	-2
CN1C(C(=O)NCc2ccc(OC(F)(F)F)cc2)CC2Cn3c(nc4ccccc43)C21 (stereo not given)	-2	0.3	0.2	-0.7	-0.3	0.0	0	-0.8	-2	-1.6	1
COC(=O)Cc1c(C)c2ccc(OCC(C)=O)c(C)c2oc1=O	-5	1.2	2.7	1.8	1.3	-0.2	1	0.6	2	-0.7	5
CCO[C@H]1OC(C(=O)NCc2nc3ccccc3[nH]2)=C[C@@H](c2csc3ccccc23)[C@@H]1CCCO	-39	-2.2	-3.9	-4.0	-0.3	0.4	-9	0.9	-1	-1.0	-3
Cc1c(CN2CCCC(C(=O)Nc3cccc(-n4cccn4)c3)C2)cnn1C (stereo not given)	-5	5.4	0.2	0.8	1.1	0.0	1	-0.1	-3	-0.6	0
